LYPLA1 counter – blocks human lysophospholipase 1, a PME1 counter-screen; O75608; AID 2174; hit rate 0.16% among 320,000; inhibition, % at 5.9 µM; recombinant LYPLA1, FP-Rh probe fluorescence polarization;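 active = inhibition above the mean of all tested compounds plus 3 SD, set per campaign, cut at about 14% in these data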;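 also: inhibitors block serine hydrolase probe labeling of LYPLA1 so polarization falls; 0% = enzyme with DMSO and 100% = wells lacking LYPLA1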
Target sequence (O75608 whole entry, looked up): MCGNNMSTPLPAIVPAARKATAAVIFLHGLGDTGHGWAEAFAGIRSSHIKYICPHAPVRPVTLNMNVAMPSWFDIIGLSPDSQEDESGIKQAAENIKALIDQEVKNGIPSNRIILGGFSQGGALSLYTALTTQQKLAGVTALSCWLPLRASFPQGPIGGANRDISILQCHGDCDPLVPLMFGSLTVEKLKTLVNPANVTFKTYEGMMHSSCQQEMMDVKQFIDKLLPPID
PAFAH1B2 FP inh – inhibitors of human PAFAH1B2; P68402; recombinant PAFAH1B2, FP-rhodamine activity probe, fluorescence polarization; inhibition, % at 3.39 µM; hit rate 1.2% among 340,000; AID 492953;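 active = inhibition above the mean of all tested compounds plus 3 SD, cut at about 24% in these data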;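 also: 0% = enzyme with DMSO and 100% = wells lacking PAFAH1B2; many of its hits are not listed in these tables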
Target sequence (P68402 whole entry, looked up): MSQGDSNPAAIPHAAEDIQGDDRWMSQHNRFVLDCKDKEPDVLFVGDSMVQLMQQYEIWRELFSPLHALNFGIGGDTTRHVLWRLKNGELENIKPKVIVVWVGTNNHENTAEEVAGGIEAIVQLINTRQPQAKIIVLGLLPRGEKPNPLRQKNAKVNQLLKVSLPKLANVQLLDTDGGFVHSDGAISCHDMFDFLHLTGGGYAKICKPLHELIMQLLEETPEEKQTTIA
GSTO1 counter – counter-screen for RBBP9 inhibitors: inhibitors of human GSTO1; inhibition, % at 5.96 µM; P78417; recombinant GSTO1, activity-based probe fluorescence polarization; AID 1974; hit rate 1.1% among 300,000;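 active = inhibition above the campaign mean inhibition plus 3 SD, cut at about 35% in these data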;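 also: 0% = GSTO1-1 with DMSO and 100% = wells lacking GSTO1-1 enzyme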
Target sequence (P78417 whole entry, looked up): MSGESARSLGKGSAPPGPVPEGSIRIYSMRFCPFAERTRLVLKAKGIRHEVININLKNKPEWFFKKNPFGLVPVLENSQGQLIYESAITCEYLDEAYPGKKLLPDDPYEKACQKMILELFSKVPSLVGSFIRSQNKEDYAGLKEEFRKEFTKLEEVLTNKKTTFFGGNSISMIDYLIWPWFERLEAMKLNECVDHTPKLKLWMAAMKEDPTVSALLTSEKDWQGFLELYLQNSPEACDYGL
Fam108B counter – blocks mouse Fam108B hydrolase in RBBP9 counter-screen; inhibition, % at 9.51 µM; recombinant Fam108B, FP-Rh probe fluorescence polarization; AID 1947; hit rate 0.33% among 300,000;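 active = inhibition above the screen mean inhibition plus 3 SD, computed separately per campaign, cut at about 18% in these data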;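 also: inhibitors lower polarization as less probe binds the enzyme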
pPAFAH inh – inhibitors of human plasma PAF acetylhydrolase (pPAFAH) | inhibition, % at 3.39 µM | Q13093 | recombinant pPAFAH, FP-rhodamine probe fluorescence polarization | hit rate 1.5% among 330,000;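 active = inhibition above the mean inhibition across the screen plus 3 SD, cut at about 25% in these data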;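 also: inhibitors block binding of the rhodamine activity-based probe so polarization drops; 0% = enzyme with DMSO and 100% = wells lacking pPAFAH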
PAFAH1B3 FP inh – PAFAH1B3 (human) inhibition; Q15102; inhibition, % at 3.39 µM; AID 492972; hit rate 0.28% among 340,000; recombinant PAFAH1B3, FP-rhodamine probe, fluorescence polarization;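 active = inhibition above the screen-wide average of all tested compounds plus 3 SD, cut at about 25% in these data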;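 also: 0% = enzyme with DMSO only and 100% = wells lacking PAFAH1B3 protein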
Target sequence (Q15102 whole entry, looked up): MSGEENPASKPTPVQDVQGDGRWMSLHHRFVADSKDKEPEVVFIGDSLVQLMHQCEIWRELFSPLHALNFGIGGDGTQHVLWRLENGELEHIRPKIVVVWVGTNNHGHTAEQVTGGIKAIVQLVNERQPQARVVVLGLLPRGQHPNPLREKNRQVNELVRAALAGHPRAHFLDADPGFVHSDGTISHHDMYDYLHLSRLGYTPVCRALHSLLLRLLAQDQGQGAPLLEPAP
PAD4 FP inh – inhibitors of human PAD4 | inhibition, % at 6.36 µM | hit rate 0.41% among 330,000 | AID 485272 | Q9UM07 | recombinant PAD4, RCA probe fluorescence polarization;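 active = percent inhibition above a cutoff equal to the mean of all tested compounds plus 3 SD, cut at about 15% in these data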;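 also: 0% = PAD4 with RCA probe and DMSO and 100% = probe without PAD4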
PAFAH2 inh – PAFAH2 (human) inhibition. Q99487. recombinant PAFAH2, FP-rhodamine activity probe, fluorescence polarization. inhibition, % at 3.39 µM. hit rate 0.99% among 340,000;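 active = inhibition above the mean over all tested compounds plus 3 SD, cut at about 30% in these data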;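 also: inhibitors block probe labeling of enzyme so polarization drops; 0% = enzyme with DMSO and 100% = wells lacking PAFAH2 protein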
PME-1 inh – PME-1 (human) inhibition; recombinant PME-1, FP-Rh probe fluorescence polarization; AID 2130; inhibition, % at 5.9 µM; Q9Y570; hit rate 0.53% among 320,000;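 active = inhibition above the campaign mean of all compounds plus 3 SD, cut at about 26% in these data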;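 also: competitive labeling of PME-1 active site by serine hydrolase directed probe; 0% = PME-1 with DMSO and 100% = wells lacking PME-1 enzyme; inhibitors block probe labeling so polarization falls and inhibition rises; many of its hits are not listed in these tables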
* marks the source's active call; other numbers are inactive results; · = not tested or not shown. This is a subset. The share of hits here may be higher or lower than overall.

SMILES | LYPLA1 counter | PAFAH1B2 FP inh | GSTO1 counter | Fam108B counter | pPAFAH inh | PAFAH1B3 FP inh | PAD4 FP inh | PAFAH2 inh | PME-1 inh
O=C(O)c1cccc(S(=O)(=O)Nc2cc(Cl)ccc2Cl)c1 | 5 | 24* | 5 | 0 | 6 | 8 | 1 | 1 | 2
O=C(O)C(Cc1ccc(F)cc1)c1ccccc1 (stereo not drawn) | 0 | 10 | 4 | -2 | -1 | 5 | -7 | -3 | -7
CC(C)COC(=O)NC1c2ccccc2Oc2ccccc21 | 0 | 4 | 6 | -2 | 1 | 0 | 0 | 0 | 1
CC(=O)NCc1nc2ccccc2n1Cc1ccccc1C | 3 | 4 | 12 | 0 | 1 | 4 | 3 | 7 | -1
Cn1c(NCCc2ccccc2)cc(=O)n(C)c1=O | -2 | 2 | -2 | 8 | 1 | 5 | 0 | 1 | 3
C=CCn1c(CSc2nnc(-c3ccccc3)n2C)n[nH]c1=S | 0 | -1 | 7 | 0 | 2 | 1 | -1 | -7 | -3
O=C(CN1C(=O)C2CC=CCC2C1=O)Nc1ccc(OC(F)(F)F)cc1 (stereo not drawn) | 0 | -1 | · | · | 6 | 10 | 0 | -4 | 1
CCc1cccc2c(C(=O)COC(=O)c3nccnc3N)c[nH]c12 | -8 | 1 | -7 | -4 | 5 | 10 | -7 | 6 | -5
FC(F)Sc1ccc(-n2c(-c3ccc(Cl)cc3)c[n+]3c2CCC3)cc1 | 5 | 2 | 0 | -1 | 5 | -3 | -2 | -2 | -4
C[C@]12C(=O)N(c3cccc(F)c3)C(=O)N1[C@@H]1c3ccccc3OC[C@@H]1[C@H]2c1ccccc1 | -1 | 0 | 3 | -4 | 4 | -2 | 0 | -3 | -2
CCOc1ccc(-c2cc(C(=O)NCCCN3CCCC3)c3ccccc3n2)cc1 | -2 | -2 | 3 | -5 | -1 | 3 | 3 | 1 | 1
O=[N+]([O-])c1cccnc1Oc1ccc(F)cc1F | -2 | 11 | -1 | 0 | -1 | 11 | 0 | 9 | 2
COc1ccc(-c2noc(=O)n2Cc2ccccc2F)cc1 | -1 | 1 | 1 | 2 | 2 | 0 | -2 | 6 | 3
O=C(CC1C(=O)OCC2CCCCN21)Nc1ccccc1C(F)(F)F (stereo not drawn) | 3 | 2 | 6 | 8 | 0 | 13 | 1 | 0 | 7
COc1ccc(Nc2ncccc2C(=O)NCc2ccccc2)cc1 | -1 | 1 | -2 | 0 | 5 | 6 | 0 | -2 | -5
O=C(NC1CCCC1)c1cccc2c1C(=O)c1ccc(/C=C/c3ccccc3)cc1S2(=O)=O | -3 | 10 | · | · | -4 | 1 | -2 | -3 | -4
COc1ccc(Nc2ncnc3c2cnn3-c2ccccc2)cc1OC | 3 | -1 | 3 | 3 | 3 | -1 | -1 | -1 | 5
COc1cc2c(C(=O)NCCCOC(C)C)cn(CC(C)C)c(=O)c2cc1OC | -1 | 7 | -1 | 1 | 1 | 9 | -3 | 2 | -5
O=[N+]([O-])c1ccc(/C=C/c2ccc3cccc([N+](=O)[O-])c3n2)cc1 | -7 | -3 | -10 | -3 | 1 | 0 | -4 | -5 | 3
Cc1ccc(NC(=O)/C(=C\c2cccnc2)NC(=O)c2ccccc2)cc1 | -3 | -6 | 2 | 0 | 2 | 6 | -4 | -5 | 3
CC(=O)N1CCN(c2ccc(NC(=O)c3cccc(Cl)c3Cl)cc2)CC1 | 0 | 4 | 8 | 5 | 11 | 3 | 2 | 3 | -1
Cc1c(Br)c([N+](=O)[O-])nn1CC(=O)N1CCN(C23CC4CC(CC(C4)C2)C3)CC1 | 6 | 22 | 4 | 0 | 1 | -1 | 1 | -1 | 2
O=C(NC1(C(F)(F)F)NC(=O)N(Cc2ccccc2)C1=O)c1cccs1 (stereo not drawn) | -1 | 2 | -4 | 1 | -3 | 2 | 3 | 5 | 1
CC(=O)NC(Cc1ccccc1)Cc1ccccc1 | -2 | 5 | -5 | -2 | 3 | 4 | -4 | 4 | -4
Cc1ccc(C2NC(=O)c3sc(=S)n(-c4ccccc4)c3N2)cc1 (stereo not drawn) | 3 | 2 | -5 | 0 | 7 | 5 | 15 | 9 | 2
CCCCCNC(=O)C(=O)C1C(=O)Nc2ccccc21 (stereo not drawn) | -1 | 3 | 5 | 0 | -1 | -2 | -2 | 3 | -6
O=C(OCCc1ccccc1)c1cc(O)c(O)c(O)c1 | -6 | 55* | 23 | 0 | 15 | 12 | 2 | 17 | -13
COc1ccc2cc(/C=C/C(=O)N3CCN(CC(=O)N4CCCCCC4)CC3)ccc2c1 | 3 | 0 | -2 | -3 | -8 | -5 | -4 | 6 | 2
CC(C)(CO)C(O)C(=O)NCCC#N (stereo not drawn) | -1 | 3 | 2 | 0 | 0 | 3 | -1 | 4 | -11
C=CCNC(=O)Nc1ccc2oc(C)nc2c1 | 1 | 4 | 5 | -1 | 0 | 5 | 10 | -5 | -9
Cc1ccc(N(C(=O)C(F)(F)F)C(C(=O)NC2CCCCC2)c2cccs2)cc1C (stereo not drawn) | 0 | 1 | 10 | 3 | -1 | 9 | 1 | 0 | 1
Cc1ccc2nc(Cl)c(C3CC(c4cccs4)=NN3C(=O)CCCC(=O)O)cc2c1 (stereo not drawn) | -1 | 3 | 4 | -1 | 1 | -7 | -6 | 4 | 2
CCCOc1ccc(CN(C(=O)c2cccc(OC)c2)C2CCS(=O)(=O)C2)cc1 (stereo not drawn) | -2 | 4 | 11 | 1 | 0 | 5 | 1 | 2 | 0
CN(C)c1ccc(N=Nc2ccccc2C(=O)OCC(=O)N2CCCC2)cc1 | 6 | 6 | -3 | 5 | 2 | 3 | 5 | 23 | 5
CC(C)c1ccc(C2=NN(c3ccccc3)C(=O)CC2)cc1 | -2 | 1 | 3 | -2 | 2 | 1 | -1 | 1 | -32
Fc1ccc(-c2c[nH]c(=S)n2Cc2ccccc2)cc1 | -5 | 27* | -4 | -1 | -1 | 8 | -3 | 4 | -12
CCN(CC(=O)NC1CCCC1)S(=O)(=O)c1ccc(F)cc1 | -4 | 0 | -5 | 7 | -3 | 1 | 3 | -2 | -12
Cc1ccc(S(=O)(=O)NCCC(=O)OCC(=O)NCCc2ccccc2)cc1C | 0 | 4 | 5 | 0 | 20 | -5 | -4 | 3 | 1
Cc1cc(C)c2nc(SCC(=O)Nc3cc(C)on3)c(C)cc2c1 | 0 | 4 | -5 | -1 | -3 | 9 | -1 | -1 | 0
COc1ccc(-c2cccc(C(=O)Nc3ccc(OC)c(OC)c3)c2)cc1 | -2 | 6 | -2 | 0 | 8 | 4 | -1 | -4 | 0
O=C(NNC(=O)c1cc2cc3ccccc3nc2s1)c1ccc(F)cc1 | -1 | -4 | -10 | -13 | -3 | -6 | -9 | -5 | -15
Cc1nc(SCC(=O)NCCc2ccccc2)nc(C)c1C | 0 | 1 | 8 | 12 | 1 | -3 | 0 | -6 | 4
O=c1c2ccccc2nc(/C=C/c2ccc([N+](=O)[O-])o2)n1CCCO | 0 | 2 | -10 | -2 | -1 | -4 | -5 | -7 | -8
CCOC(=O)C1=CNS(=O)(=O)NC1c1ccc(Br)cc1F (stereo not drawn) | · | 10 | · | · | 1 | 5 | 1 | -2 | ·
O=C(COC(=O)CNC(=O)c1ccccc1F)NC1CC1 | · | 1 | · | · | 4 | 2 | -4 | 1 | ·
CCN(CC)CCNc1nc(-c2ccccc2)c2c(c1C#N)CC(C)(C)OC2 | 4 | 3 | 3 | 0 | 2 | 6 | 1 | -10 | 1
CCc1ccc2[nH]c(=O)c(CN(CCCN3CCOCC3)C(=O)Nc3cccc(Cl)c3)cc2c1 | -6 | 7 | -6 | -4 | 0 | 1 | -2 | -1 | 0
CC(=O)N1CCN(S(=O)(=O)c2cccc(C(=O)OCC(=O)NC(=O)c3cccn3C)c2)CC1 | -3 | 4 | 5 | 0 | 11 | 4 | 2 | 35* | 7
O=C(Cn1cnc2sc(-c3ccccc3)cc2c1=O)N1CCOCC1 | 0 | 0 | 7 | -3 | 2 | 7 | 2 | 4 | 5
Cc1cc(NC(CC(C)C)C(=O)O)nc(Cc2ccccc2)n1 (stereo not drawn) | 0 | 2 | -2 | -4 | 4 | 1 | -8 | 1 | 0
Clc1ccccc1-c1nn2c(Cn3cnc4ccccc43)nnc2s1 | -4 | -2 | 4 | 3 | -8 | 5 | -1 | -4 | 11
O=C(NC1CCCc2ccccc21)C1CCCC1 (stereo not drawn) | -3 | 5 | 4 | 0 | 0 | 2 | 1 | 8 | -1
C/C(=N\NC(=O)c1ccc(O)cc1)c1ccc2c(c1)Nc1ccccc1S2 | -4 | 4 | -4 | 17 | 12 | 23 | 1 | 12 | 22
CC1CCCCC1NC(=O)CO/N=C/c1ccc(OC(F)F)cc1 (stereo not drawn) | -3 | 7 | 0 | 6 | -1 | 12 | -4 | 5 | 4
CCc1nnc(NC(=O)Cc2c[nH]c3ccccc23)s1 | 0 | 3 | -2 | -3 | 2 | 1 | -2 | 2 | 0

A draw from above in order of SMILES length, lowest first.
SMILES | LYPLA1 counter | PAFAH1B2 FP inh | GSTO1 counter | Fam108B counter | pPAFAH inh | PAFAH1B3 FP inh | PAD4 FP inh | PAFAH2 inh | PME-1 inh
O=C(NC1CCCc2ccccc21)C1CCCC1 (stereo not drawn) | -3 | 5 | 4 | 0 | 0 | 2 | 1 | 8 | -1
Cc1nc(SCC(=O)NCCc2ccccc2)nc(C)c1C | 0 | 1 | 8 | 12 | 1 | -3 | 0 | -6 | 4
CCc1nnc(NC(=O)Cc2c[nH]c3ccccc23)s1 | 0 | 3 | -2 | -3 | 2 | 1 | -2 | 2 | 0
Cc1cc(NC(CC(C)C)C(=O)O)nc(Cc2ccccc2)n1 (stereo not drawn) | 0 | 2 | -2 | -4 | 4 | 1 | -8 | 1 | 0
Clc1ccccc1-c1nn2c(Cn3cnc4ccccc43)nnc2s1 | -4 | -2 | 4 | 3 | -8 | 5 | -1 | -4 | 11
O=C(Cn1cnc2sc(-c3ccccc3)cc2c1=O)N1CCOCC1 | 0 | 0 | 7 | -3 | 2 | 7 | 2 | 4 | 5
O=C(NNC(=O)c1cc2cc3ccccc3nc2s1)c1ccc(F)cc1 | -1 | -4 | -10 | -13 | -3 | -6 | -9 | -5 | -15
CCN(CC)CCNc1nc(-c2ccccc2)c2c(c1C#N)CC(C)(C)OC2 | 4 | 3 | 3 | 0 | 2 | 6 | 1 | -10 | 1
C/C(=N\NC(=O)c1ccc(O)cc1)c1ccc2c(c1)Nc1ccccc1S2 | -4 | 4 | -4 | 17 | 12 | 23 | 1 | 12 | 22
O=c1c2ccccc2nc(/C=C/c2ccc([N+](=O)[O-])o2)n1CCCO | 0 | 2 | -10 | -2 | -1 | -4 | -5 | -7 | -8
CCc1ccc2[nH]c(=O)c(CN(CCCN3CCOCC3)C(=O)Nc3cccc(Cl)c3)cc2c1 | -6 | 7 | -6 | -4 | 0 | 1 | -2 | -1 | 0
CC(=O)N1CCN(S(=O)(=O)c2cccc(C(=O)OCC(=O)NC(=O)c3cccn3C)c2)CC1 | -3 | 4 | 5 | 0 | 11 | 4 | 2 | 35* | 7

Screening data as filed in PubChem.
